TDP1 block: blocks human tyrosyl-DNA phosphodiesterase 1; Potency, µM (top dose mostly 130 µM), for the others: top-dose activity change, negative = inhibition, most hits filed as inhibitors; 0.28% of 350,000 active; recombinant TDP1, AlphaScreen DNA substrate cleavage; note: nearly all actives have a fitted effect of over 40% in size
Target sequence (Q9NUW8 whole entry, looked up): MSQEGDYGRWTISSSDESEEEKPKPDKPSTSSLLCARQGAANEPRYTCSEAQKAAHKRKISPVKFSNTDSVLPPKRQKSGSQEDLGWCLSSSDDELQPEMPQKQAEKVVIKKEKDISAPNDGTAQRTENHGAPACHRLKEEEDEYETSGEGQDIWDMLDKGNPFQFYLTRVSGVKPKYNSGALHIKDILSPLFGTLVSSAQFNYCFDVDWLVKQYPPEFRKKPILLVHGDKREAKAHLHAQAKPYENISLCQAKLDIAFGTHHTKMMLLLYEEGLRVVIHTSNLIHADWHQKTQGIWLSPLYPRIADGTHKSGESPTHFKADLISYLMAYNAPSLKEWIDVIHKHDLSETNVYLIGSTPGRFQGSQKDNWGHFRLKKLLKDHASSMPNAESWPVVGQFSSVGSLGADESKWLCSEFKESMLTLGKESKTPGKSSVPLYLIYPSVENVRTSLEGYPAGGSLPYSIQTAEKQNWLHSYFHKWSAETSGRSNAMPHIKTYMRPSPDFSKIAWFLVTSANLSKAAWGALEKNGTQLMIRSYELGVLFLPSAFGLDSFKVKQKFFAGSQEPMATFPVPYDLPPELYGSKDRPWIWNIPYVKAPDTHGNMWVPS
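Enzyme-compound mixtures sat 15 min at room temperature, followed by a 5 min reaction with 15 nM final substrate and 10 min with AlphaScreen beads. Recombinant human Tdp1 was used at 1 nM final.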
N370S GC: inhibits or activates N370S mutant glucocerebrosidase. 0.092% of 330,000 active. Potency, µM (top dose mostly 59.4 µM), without a hit: at the highest dose activity change, negative = inhibition, actives largely listed as inhibitors. N370S GC spleen homogenate, 4MU-glucoside fluorescence. AID 2101. P04062;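 note: 0% = full enzyme activity and -100% = no enzyme basal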
DT40 TDP1 no CPT: qHTS for Inhibitors of human tyrosyl-DNA phosphodiesterase 1 (TDP1): qHTS in cells in absence of CPT | DT40 Tdp1-/- hTDP1 cells, no CPT, ATP luminescence, 48 h | Potency, µM (titrated, usually from 46.2 µM), for inactives: at the top dose activity change, negative = growth inhibition, usual class: inhibitors | 15% of 420,000 active | AID 686978, 2013; note: nearly all actives have a fitted effect of over 55% in size
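Camptothecin absent (DMSO only). Human TDP1-complemented DT40 knockout cells, 400 cells/well, 37 °C for minimum 48 hr; ATP measured via CellTiter-Glo, 30 min dark incubation, luminescence.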
The depositor's hits bear a star; ? = inconclusive; · = not tested or not shown; & = joins results of further samples; ! = repeats disagree; [ ] = another dose, or the depositor's remark. Calls come from the whole dose curve; as a rule, active = well fitted curve in the direction sought with a large enough effect; inconclusive = small, poorly fitted or top-dose-only effect, or another doubt; inactive = no such curve, though single readings can be large; an effect the other way counts as inactive or inconclusive. Unless noted, % is set by controls: 0 for no effect and ±100 for the full control effect; potency is the fitted concentration of half-maximal effect.

Under each structure – TDP1 block	N370S GC	DT40 TDP1 no CPT
CN(C)c1ccc(NC(=O)CSc2nc(-c3ccco3)cc(C(F)(F)F)n2)cc1
  5%	·	?
COc1cccc(CN2CCNCC2)c1
  5%	-7%	-6%
O=C(NCc1ccccc1)Oc1cccc(Cl)c1
  -3%	4%	16µM*
C[C@H](CCC(=O)O)C[C@H](C)C[C@H](C)C(=O)/C=C(\O)[C@H](C)C[C@H](C)C/C=C/[C@@H](C)[C@@H](O)[C@@H](C)[C@@H](O)C[C@@H]1CC[C@@](C)([C@H]2CC[C@@](C)([C@@H](C)O)O2)O1
  2%	-7%	·
COc1ccc(N=C2SCCCN2C)cc1
  -4%[56.1 µM]	5%	-12%
CCS(=O)(=O)Nc1ccc(C2=NN(C(=O)c3ccco3)C(c3ccc(Cl)o3)C2)cc1 (stereo unspecified)
  1%	·	23µM*
CN(C)CC1CSCCC1(O)c1ccccc1 (stereo unspecified)
  2%	3%	-13%
CCc1cc(=O)[nH]c(SCCCF)n1
  0%	3%	6%
CC(C)CN1CCN(Cc2ccc(C(F)(F)F)cc2)CC1CCO (stereo unspecified)
  4%	-11%	-26%
C=CCc1cc(OC)c2c(c1)OCO2
  5%	0%&3%	0%
Cn1c(=O)c2c(nc(SCc3ccccc3)n2Cc2ccc(Cl)cc2)n(C)c1=O
  0%	7%	?
N#Cc1ccc(CN2CCCC3(CCN(C(=O)Oc4ccccc4)CC3)C2)cc1
  ·	22%	-25%
Cc1ccc2c(c1)C1CN(C)CCC1N2C(=O)/C=C/c1ccc2c(c1)OCO2 (stereo unspecified)
  3%	-11%	-23%
CN1C(=O)N(C)C(=O)C2(Cc3c(nc4ccccn4c3=O)N3CCc4ccccc4C32)C1=O (stereo unspecified)
  2%	6%[2.35 µM]	?
CC1(C)CC(=O)C(C2(O)C(=O)NC(=O)NC2=O)=C(O)C1
  -7%	1%	-3%

Brought forward from above: 5 compounds, then new ones.
Under each structure – TDP1 block	N370S GC	DT40 TDP1 no CPT
Cn1c(=O)c2c(nc(SCc3ccccc3)n2Cc2ccc(Cl)cc2)n(C)c1=O
  0%	7%	?
N#Cc1ccc(CN2CCCC3(CCN(C(=O)Oc4ccccc4)CC3)C2)cc1
  ·	22%	-25%
Cc1ccc2c(c1)C1CN(C)CCC1N2C(=O)/C=C/c1ccc2c(c1)OCO2 (stereo unspecified)
  3%	-11%	-23%
CN1C(=O)N(C)C(=O)C2(Cc3c(nc4ccccn4c3=O)N3CCc4ccccc4C32)C1=O (stereo unspecified)
  2%	6%[2.35 µM]	?
CC1(C)CC(=O)C(C2(O)C(=O)NC(=O)NC2=O)=C(O)C1
  -7%	1%	-3%
c1cc2c(cc1CCNC1CCCCCC1)OCO2
  ·	4%	?
Cn1c(O)c(C=NC2C(=O)C3(C)CCC2C3(C)C)c(=O)n(C)c1=O (stereo unspecified)
  -4%	6%	-4%
Cc1ccc(-n2nc(C)cc2NC(=O)COc2cc(C)cc3oc(=O)c4c(c23)CCC4)cc1
  5%	?	29µM*
O=C(O)C(Cl)(Cl)Br
  8%	-11%	·
C[N+]1(C)C2CCC1CC(OC(=O)c1ccco1)C2 (stereo unspecified)
  ·	-1%	4%
CCOC(=O)c1oc2ccc(S(=O)(=O)n3nc(-c4ccc(Br)cc4)cc3N)cc2c1C
  3%	·	12µM*
O=C1NC(=O)C(=O)C(=O)N1
  5%[56.1 µM]	7%	-9%
C[C@]12CC[C@H]3[C@@H](CC[C@]4(O)C[C@@H](O)CC[C@]34C=O)[C@@]1(O)CC[C@@H]2C1=CC(=O)OC1
  ·	-6%	5.2µM*
O=C(COC(=O)Cc1ccccc1)Nc1ccc(Cl)cn1
  8%	-3%	-16%
C=C(C)[C@@H]1C2C(=O)O[C@H]1[C@H]1OC(=O)[C@@]34OC3C[C@]2(O)[C@@]14C (stereo partly specified)
  ·	1%	?
Cn1c(O)c(/C=C/C=Nc2ccccc2)c(=O)n(C)c1=O
  1%	7%	4%
CN(C)C(=O)Oc1ccc(OC(=O)c2ccccc2)cc1
  6%	2%	-18%
CCCN1CCC(NC2CCC(O)CC2)CC1 (stereo unspecified)
  ·	3%	10%
CC(=O)NCCc1c[nH]c2ccccc12
  7%[56.1 µM]	0%&-9%&0%&0%&-5%	?
Cc1nc(SCc2c(Cl)cccc2Cl)nc(OC(=O)N(C)C)c1C
  4%	0%	?

Some of the entries so far, with each value named.
> O=C(O)C(Cl)(Cl)Br
  TDP1 block = 8%; N370S GC = -11%; DT40 TDP1 no CPT = ·
> C[N+]1(C)C2CCC1CC(OC(=O)c1ccco1)C2 (stereo unspecified)
  TDP1 block = ·; N370S GC = -1%; DT40 TDP1 no CPT = 4%
> CCOC(=O)c1oc2ccc(S(=O)(=O)n3nc(-c4ccc(Br)cc4)cc3N)cc2c1C
  TDP1 block = 3%; N370S GC = ·; DT40 TDP1 no CPT = 12µM*

(list continues)
Under each structure – TDP1 block	N370S GC	DT40 TDP1 no CPT
CCCCn1c(O)c(C(CC)=Nc2cccc(C(=O)O)c2)c(=O)[nH]c1=O
  10%	3%	6%
COc1ccc(N=Cc2c(O)n(Cc3cccs3)c(=O)[nH]c2=O)cc1
  6%	23%	-4%
O=C(CCN1CCOCC1)Nc1ccc(Br)cc1C(=O)c1ccccc1
  ·	-1%	?
N#CC(C#N)=Cc1cc(O)c(O)c(O)c1
  16%[56.1 µM]	-7%&0%	15µM*
CN(C)C(=O)Oc1cc(=O)n2c3c(cccc13)CCC2
  8%	3%	-23%
Cc1cc(SCc2sc(-c3ccc(C(F)(F)F)c(F)c3)nc2C)ccc1OCC(=O)O
  10%&9%	?	·
CCCCOC(=O)C1=C(N)OC2=C(C(=O)CC(C)(C)C2)[C@]12C(=O)N(C)c1ccccc12
  2%	13%	?
Cc1ccccc1-n1c(/C=C/c2c(C)[nH]c3ccccc23)nc2ccccc2c1=O
  6%[12.3 µM]	·	1.8µM*
CN1C2CCC1CC(OC(c1ccccc1)c1ccc(Cl)cc1)C2 (stereo unspecified)
  13%[56.1 µM]	-24%&-25%	4.7µM*
Nc1nc2ccc(Cl)cc2c2nc(-c3ccco3)nn12
  6%[56.1 µM]	4%&6%&2%&-3%	8.9µM*
CN1C2CCC1CC(OC(=O)CCN1CCCC1)C2 (stereo unspecified)
  -12%	10%	-6%
CNC(C)Cc1ccccc1Sc1ccc(O)cc1 (stereo unspecified)
  0%	-3%	?
Cc1cccc(NC(=O)N2CCCC2)c1
  -5%	8%	8%
CCOC(=O)C1CCCN(c2ccc([N+](=O)[O-])c3nonc23)C1 (stereo unspecified)
  6%	16%	?
CN1CCN(c2nc(Cl)ncc2F)CC1
  0%	-3%	-13%

New compounds follow.
molecule | TDP1 block | N370S GC | DT40 TDP1 no CPT
NS(=O)(=O)c1ccc(CCNC(=O)c2ccc(Cl)c(S(=O)(=O)N3CCCCC3)c2)cc1 | -2% | · | 23µM*
O=[N+]([O-])c1ccc(NCc2ccccc2)c2nonc12 | -3% | -10% | -13%
CNC(=O)Oc1ccc2ncccc2c1 | -3% | -1% | ?
CNS(=O)(=O)c1ccc(N=Cc2c(O)n(-c3ccc(C)cc3)c(=O)[nH]c2=O)cc1 | -1% | -6% | 0%
CCC(=Nc1cccc(C(F)(F)F)c1)c1c(O)n(C)c(=O)n(C)c1=O | -4% | -4% | ?
C/C(=N\NC(=O)c1ccccc1)c1c(O)n(Cc2ccccc2)c(=O)[nH]c1=O | 6% | 6% | -11%
NC1=C([N+](=O)[O-])C(c2ccc3c(c2)OCO3)c2c(c3ccccc3oc2=O)O1 (stereo unspecified) | 6% | 15% | 20%
Clc1ccc2ccccc2c1 | 2% | 2% | ·
Cc1ccc(N2C(=O)NC(=O)/C(=C\c3ccoc3)C2=O)cc1 | -14% | -9% | ?
O=C1NC(=O)C(C(CC(=O)c2ccccc2)c2ccccc2)C(=O)N1 (stereo unspecified) | -3% | ? | 1%

Continuation.
molecule | TDP1 block | N370S GC | DT40 TDP1 no CPT
Cc1cc(/C=C2\C(=O)NC(=O)N(Cc3ccccc3Cl)C2=O)c(C)n1-c1ccc(C(=O)O)cc1 | 22µM* | -5% | 11%
CC(=O)NC1C(OC(=O)Cc2ccccc2)OC(COC(C)=O)C(OC(C)=O)C1OC(C)=O (stereo unspecified) | -3% | 4% | -5%
C[C@]1(O)CCC2C3CC[C@@H]4CC(=O)CC[C@]4(C)C3CC[C@@]21C (stereo partly specified) | 2% | · | ?
Cc1ccc(-c2cc(-c3ccc(C)cc3)[n+](C)o2)cc1 | 1% | -3% | 0.33µM*
O=c1ccc2c(O)c3ccoc3cc2o1 | 2% | -17% | ?
Cn1c(O)c(C=NC2CCCCC2)c(=O)[nH]c1=S | -1% | 7% | -3%
COc1cc(CN2CCN(c3cc(C)ccc3C)CC2)ccc1O | 0% | -10% | 7.3µM*
CCOP(=O)(OCC)C(NC(=O)C(C)C)C(Cl)(Cl)Cl (stereo unspecified) | 7% | -7% | -6%
Cc1nn(CC(C)C)c(Cl)c1C(=O)NC1CCC(C)CC1 (stereo unspecified) | · | -2% | -9%
COc1ccc2cc1Oc1ccc(cc1)C[C@H]1c3cc(c(OC)cc3CCN1C)Oc1c(O)c(OC)cc3c1[C@H](C2)N(C)CC3 | 4% | -9% | 8.2µM*

(list continues)
molecule | TDP1 block | N370S GC | DT40 TDP1 no CPT
c1csc(CN2CCNCC2)c1 | 8% | -1% | 5%
O=C1NC(=O)N(CCc2ccc(F)cc2)C(=O)/C1=C\C=C\c1ccccc1 | 2% | -19% | 3.7µM*
O=c1c2ccccc2nc(/C=C/c2cccc3ccccc23)n1-c1ccccc1Cl | 0% | · | 10µM*
CCOP1(=S)Oc2cc3c(cc2C(C(=O)OC)(C(F)(F)F)O1)OCO3 (stereo unspecified) | -2% | 3% | ?
C(CCc1nn[nH]n1)CCc1nn[nH]n1 | 4% | 4% | 5%
C=C1C(=O)O[C@@H]2C[C@@H](C)[C@H]3C=CC(=O)[C@]3(O)C[C@@H]12 | 5% | -7% | 4.6µM*
COc1ccc(CCN)cc1 | 11% | 4% | -20%
O=C1CCN(C(=O)Cc2ccccc2[N+](=O)[O-])CC1 | 1% | 2% | -12%
Cc1oc(-c2ccccc2)nc1CN1C(=O)CN=C(c2ccccc2)c2ccccc21 | 5% | ? | ?
C=C(C)[C@H]1CN[C@H](C(=O)O)[C@H]1CC(=O)O | -5%[56.1 µM] | 3%&0%&-23% | 21µM*!

Other entries follow:
molecule | TDP1 block | N370S GC | DT40 TDP1 no CPT
CCC(C)N1C(=O)NC(=O)C2(Cc3c(ccc4ccccc34)N(C)C2)C1=O (stereo unspecified) | 8% | 1% | ?
O=C1c2cccc3cccc(c23)C(=O)N1CCN1CCN(C(=S)Nc2ccccc2)CC1 | 8% | -2% | ?
COc1ccc(/C=C2/C(=O)NC(=S)N(C3CC3)C2=O)cc1CN1C(=O)c2ccccc2C1=O | -11% | 4% | 23µM*
COCCNC(=O)Cn1cc(C(=O)c2ccccc2F)c2ccccc21 | 0% | -12% | -7%
COc1ccc(OC)c(N2Cc3ccccc3C2=N)c1 | 3% | 2% | ?
O=C(c1csnn1)N1CCC2(CC1)CN(Cc1ccncc1)C2 | · | 8% | -3%
COc1ccc(-c2csc(NC(=O)COC(=O)Cc3ccccc3)n2)cc1OC | 0% | 1% | ·
CCOC(=O)c1ccc(N2C(=O)CC(N3CC=C(c4ccc(F)cc4)CC3)C2=O)cc1 (stereo unspecified) | 11% | -8% | ?
CCOP(=O)(OCC)Oc1ccc2ccc(=O)oc2c1 | 6% | -4% | ·
CC(=O)N1CCN(CCN=Cc2c(O)n(-c3ccc(F)cc3)c(=S)[nH]c2=O)CC1 | · | -18% | -4%

Following part
molecule | TDP1 block | N370S GC | DT40 TDP1 no CPT
CC(C)[C@@]1(NC(=O)[C@H]2CC3c4cccc5[nH]cc(c45)C[C@H]3N(C)C2)O[C@@]2(O)C3CCCN3C(=O)[C@@H](Cc3ccccc3)N2C1=O (stereo partly specified) | 15%&18% | -5%&-3% | 15µM*
COc1ccc(C(=O)C(C)(C)NO)cc1 | -4% | 6% | ?
CN1CCN(c2ccc([N+](=O)[O-])c(Sc3ccccn3)c2)CC1 | 0% | -14% | -16%
Cc1oc2ccc(O)c(CN3CCCCCC3)c2c1C(=O)Nc1cccc(Cl)c1C | 6% | · | 5.8µM*
Cc1cc(=O)[nH]c(CCl)n1 | 0% | 13% | ?
O=C1C2C3CCC(C3)C2C(=O)N1c1ccc(OS(=O)(=O)c2ccccc2)cc1 (stereo unspecified) | 8% | 5% | ?
COC(=O)C1=C(c2cccc(C#N)c2)C[C@@H]2CC[C@H]1N2C(=O)N1CCC(O)CC1 | -1% | · | -7%
CN(Cc1ccccc1)Cc1ccccc1OC(=O)N(C)C | 1% | -7% | -15%
O=C1N(c2ccc(Cl)cc2)C(c2cccnc2)N2CCCN12 (stereo unspecified) | -7% | -1% | ?

Bioassay records (PubChem BioAssay)

The list is partial, so the mix of outcomes need not match the whole.
